PrPC TRFRET = inhibitors of human cell surface prion protein PrPC; TR-FRET read-out; inhibition, % at 13.8 µM; 370,000 tested, 0.43% active; AID 720596; in the data active = inhibition above about 24%; also: 0% = median of the test wells and 100% = reference compound wells
Yp Topo-I inh = inhibitors of Yersinia pestis topoisomerase I; Y. pestis Topo-I cleavage product accumulation, plate reader; activity, % at 10 µM; 360,000 tested, 0.064% active; AID 504884; in the data active = activity above about 50%, passing the limit was not always enough; inconclusive = no clear call, values can overlap the other calls; also: inactives centre near 2
TcdB inh = TcdB glycohydrolase inhibition | P18177 | TcdB glycohydrolase enzymatic assay, plate reader | inhibition, % at 9.99 µM | 350,000 tested, 0.24% active | AID 652162; in the data active = inhibition above about 10%
CCHFV vOTU inh = CCHFV vOTU protease inhibition. 370,000 tested, 0.55% active. Pep-AMC fluorescence. inhibition, % at 11.5 µM; in the data active = inhibition above about 30%; also: 0% = vehicle wells with enzyme and 100% = no enzyme wells
BoNT A protease = inhibitors of Botulinum neurotoxin A light chain protease | multiplex microsphere protease substrate cleavage, flow cytometry | inhibition, % at 10 µM | 360,000 tested, 0.17% active; also: plate controls were buffer without enzyme for full effect and enzyme alone for no effect
PfHsp40 rescue = restores yeast growth despite PfHsp40 toxicity; AID 504582; 340,000 tested, 0.68% active; growth rescue, % at 12.5 µM; S. cerevisiae expressing PfHsp40, growth rescue, ATP luminescence; in the data active = growth rescue above about 28%, passing the limit was not always enough; inconclusive = no clear call, values can overlap the other calls;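 also: yeast W303a lacking pdr1 and pdr3 grown in galactose medium; growth measured after three days at 30 °C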
FadD28 FP inh = M. tuberculosis FadD28 bisubstrate binding inhibition. 360,000 tested, 0.22% active. FadD28 bisubstrate probe binding, fluorescence polarization. AID 588549. inhibition, % at 12.5 µM; in the data active = inhibition above about 8.5%, passing the limit was not always enough; inconclusive = no clear call, values can overlap the other calls
BoNT-F LC inh = inhibitors of Botulinum neurotoxin F light chain protease; Multiplex microsphere protease cleavage assay, flow cytometry; AID 588497; inhibition, % at 10 µM; 360,000 tested, 0.22% active; in the data active = inhibition above about 35%, passing the limit was not always enough; inconclusive = no clear call, values can overlap the other calls; also: plate controls were buffer without enzyme for full effect and enzyme alone for no effect
Anthrax LF prot = anthrax lethal factor protease inhibition. P15917. multiplex microsphere protease cleavage assay, LF. inhibition, % at 10 µM. 360,000 tested, 0.12% active. AID 588501; also: plate controls were buffer without enzyme for full effect and enzyme alone for no effect
Target sequence (P15917 whole entry, looked up): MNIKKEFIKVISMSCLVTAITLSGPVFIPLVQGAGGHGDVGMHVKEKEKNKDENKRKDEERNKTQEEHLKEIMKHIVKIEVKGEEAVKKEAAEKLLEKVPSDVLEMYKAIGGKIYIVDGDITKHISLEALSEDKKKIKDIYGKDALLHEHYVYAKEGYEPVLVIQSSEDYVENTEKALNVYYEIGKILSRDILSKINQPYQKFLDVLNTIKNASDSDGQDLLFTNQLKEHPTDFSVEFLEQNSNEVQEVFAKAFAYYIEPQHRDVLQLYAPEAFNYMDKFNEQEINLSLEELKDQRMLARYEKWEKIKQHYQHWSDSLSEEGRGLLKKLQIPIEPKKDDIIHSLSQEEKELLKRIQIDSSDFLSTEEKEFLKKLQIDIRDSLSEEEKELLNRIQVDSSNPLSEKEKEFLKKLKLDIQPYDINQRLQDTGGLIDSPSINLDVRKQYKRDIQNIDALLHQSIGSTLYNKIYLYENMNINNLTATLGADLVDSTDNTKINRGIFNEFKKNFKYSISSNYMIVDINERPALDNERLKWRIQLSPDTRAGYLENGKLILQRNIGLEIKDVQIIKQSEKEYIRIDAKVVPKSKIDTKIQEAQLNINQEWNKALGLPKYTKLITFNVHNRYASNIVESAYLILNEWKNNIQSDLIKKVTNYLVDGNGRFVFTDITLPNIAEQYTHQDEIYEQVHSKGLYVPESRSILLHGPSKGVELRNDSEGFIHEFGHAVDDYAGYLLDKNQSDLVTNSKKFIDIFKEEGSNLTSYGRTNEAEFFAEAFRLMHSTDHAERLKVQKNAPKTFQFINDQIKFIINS
Numbers without * were called inactive; ? = inconclusive; nt = no result given. Rule as the data show it, unless noted: active = inhibition above about 30%; inconclusive = no clear call, values can overlap the other calls; inactive = below that.

Compound	PrPC TRFRET	Yp Topo-I inh	TcdB inh	CCHFV vOTU inh	BoNT A protease	PfHsp40 rescue	FadD28 FP inh	BoNT-F LC inh	Anthrax LF prot
COc1cc(C(=O)N2CCCCC2c2cc(C(=O)Nc3ccccc3)no2)cc(OC)c1C (stereo not given)	-3	21	-0.7	2	-1.0	nt	-1.1	-11	0
CC(C)CCSc1nc2ccccc2[nH]1	5	8	0.5	2	-0.1	-0.4	-0.7	-8	-4
Cc1nc(Sc2cccn2C)c(C(F)(F)F)c(=O)[nH]1	11	-9	nt	14	3.8	-0.5	-9.4	14	5
COc1ccc(/C=C2\C(=O)NC(=S)N2C(=O)c2ccc(C)cc2)cc1	-14	20	0.4	12	0.3	-1.6	0.9	-9	2
Cc1ccc(N/C=C2\C(=O)N(c3ccc(F)cc3F)C(c3cccnc3)S2(=O)=O)cc1 (stereo not given)	4	-8	1.7	1	3.6	-1.4	-1.5	?	11
O=[N+]([O-])c1ccc2cccnc2c1	-13	1	2.3	9	-0.1	nt	-0.4	-2	4
O=P1(Nc2cccnc2)COc2ccccc2OC1	-1	-9	nt	6	-1.4	0.5	-0.4	-1	-3
COc1cccc(CNC(=O)c2ccccc2N)c1	-2	-1	nt	-24	-1.8	2.3	1.6	-21	-7
Cc1ccc(/C=C/C(=O)O)cc1S(=O)(=O)NC1CCS(=O)(=O)C1 (stereo not given)	-1	4	2.0	5	-1.5	3.4	1.7	1	-6
CC1CCCN(S(=O)(=O)c2cccc(-c3cn4cccnc4n3)c2)C1 (stereo not given)	6	4	nt	-3	-0.4	0.2	-1.6	-9	0
O=C(c1ccc(Cl)cc1)N1CCC(C(=O)N2CCCc3ccccc32)CC1	-2	25	0.6	19	-0.6	3.6	-1.2	-8	-7
Cn1c(N)c(Br)c(-c2ccc(F)cc2)c(C#N)c1=O	-3	0	0.4	0	0.0	-0.4	-1.1	-1	-13
COCCN(Cc1cccs1)S(=O)(=O)c1csc(C(N)=O)c1	3	-3	0.3	1	1.2	-1.7	-3.4	1	-1
COc1ccc(C(=O)C2CCCN(Cc3ccc(C#CCCO)cc3)C2)cc1F (stereo not given)	-8	-2	0.5	-6	-0.3	nt	-2.0	2	-7
C/C(=C(\C#N)C(=O)NCCCN1CCOCC1)N(C)C	6	4	nt	-13	0.0	-0.9	0.4	1	3
O=C(O)C1CC1C(=O)Nc1nc2c(Cl)cccc2s1 (stereo not given)	5	-1	0.6	9	-12	0.5	-3.3	?	3
NCCC(=O)NCCc1cnc[nH]1	-1	-6	0.8	18	-1.1	2.9	-1.2	-6	3
COc1ccc(C(C)C)cc1S(=O)(=O)N1CCC(C(=O)NCc2cccnc2)CC1	-11	1	0.5	-1	0.9	1.8	-3.0	2	1
C=C[C@]1(C)C=C2CCC3[C@](C)(CCC[C@@]3(C)C(=O)O)C2CC1 (stereo not given in full)	nt	4	nt	nt	-0.4	15	-3.4	0	1
COc1ccc2[nH]c(C)c(C(=O)CN3CC(C)OC(C)C3)c2c1 (stereo not given)	-3	-1	nt	5	-0.2	0.1	-3.8	-2	-2
CCOc1cc(NC(=S)NCCCN2CCOCC2)c(OCC)cc1NC(=O)c1ccc(OC)cc1	-3	1	0.2	11	-0.5	0.9	-3.7	-6	-2
CN(C)C(=O)c1cc(Br)ccc1Cl	4	4	nt	1	-0.7	-1.4	0.3	-3	2
Cc1ccc(C)c(Nc2nc3ccc(C)cc3n3cnnc23)c1	-2	2	0.7	7	-0.7	-0.7	-1.7	-1	-18
COc1ccc(C(C#N)=Cc2ccccc2OC)cc1	0	15	0.5	6	-0.8	nt	-3.7	4	-2
O=C(N/N=C/c1ccc[nH]1)c1c[nH]c2ccccc12	-6	0	1.5	8	6.4	-0.9	-0.2	11	-2
Cc1ccccc1NC(=O)Cn1c(=O)n(-c2ccc(CC(=O)NCC3CCCO3)cc2)c(=O)c2ccccc21 (stereo not given)	1	7	-0.7	8	-0.9	0.7	-0.7	-9	-1
Cc1ccc(C(=O)N/C(=C\c2ccc([N+](=O)[O-])cc2)C(=O)NCCc2ccccc2)cc1	-14	5	nt	-9	-4.9	-1.4	-0.3	-6	-3
O=Cc1ccc2c(c1)OCCOCCOCCOCCO2	-6	-4	1.6	13	-0.1	nt	-1.4	1	1
COc1ccc(-c2cccc(NC(=O)c3ccco3)c2)nn1	-6	0	1.4	0	-2.0	1.0	-4.6	-10	-3
CCCCNC(=O)c1cc2c(C)cc(C)cc2[nH]1	0	5	2.0	-5	-0.9	-1.2	-0.9	-13	-1
O=C(Nc1ccncc1)c1cn(-c2ccccc2)nc1-c1cccs1	1	0	nt	0	-1.4	0.3	-9.7	-21	-2
Cc1cc(/C=C2\SC(=Nc3ccc(F)cc3)NC2=O)c(C)n1-c1ccc(S(N)(=O)=O)cc1	10	33	nt	20	-0.2	-1.1	-5.4	4	0
COc1ccc(N2CCN(CC(O)COc3ccccc3[N+](=O)[O-])CC2)cc1 (stereo not given)	-3	2	0.6	1	0.1	-0.1	-0.6	-1	0
CCOC(=O)c1[nH]c2c(c1-c1ccccc1)C(=O)CC(c1ccc(OCC)cc1)C2 (stereo not given)	-6	-2	0.7	3	0.1	-1.4	-1.8	-2	3
Cn1c(=O)n(C)c2cc(S(=O)(=O)NCCOCCO)ccc21	-5	6	nt	4	-0.7	-1.0	2.3	-5	-4
CCOC(=O)c1cnc(-n2nc(C)cc2C)nc1NC1CCCC1	4	16	1.7	-1	0.6	163*	-3.1	?	19
O=C(Nc1nc(-c2ccc3ccccc3c2)cs1)C1CCN(S(=O)(=O)c2cccs2)CC1	0	1	0.0	-8	-0.2	0.5	0.2	2	-3
COc1ccccc1C(=O)NC(=O)COC(=O)c1cnc(C)cn1	4	0	0.8	-5	?	-1.3	-1.8	?	?
O=C(COc1ncnc2cc(Cl)ccc12)c1ccccc1	2	-4	-0.1	-5	-1.7	4.9	-2.6	?	3
Nc1ncnc2c1ncn2[C@@H]1O[C@H](CNCc2cn(CC(=O)NC3CC3)c3ccccc23)[C@@H](O)[C@H]1O	-2	2	0.6	-9	-1.3	-1.2	1.8	-1	-9
O=c1oc(-c2ccco2)nc2ccccc12	-4	4	nt	-1	0.6	-0.5	-2.6	4	2
Cc1cc2ccccc2c(=O)[nH]1	-4	3	nt	0	-0.7	-0.6	-3.3	-5	2
COc1ccccc1NC(=O)C(C(C)C)N1C(=O)c2ccccc2C1=O (stereo not given)	-5	-6	0.4	13	-6.8	-0.3	-4.1	?	-7
COc1ccc(Cl)cc1NC(=S)NCCSc1ccc(C)cc1	1	4	0.3	7	0.0	8.5	1.0	-1	-2
CCN(C[C@H]1N[C@@](Cc2ccccc2)(C(=O)OC)[C@H]2C(=O)N(C)C(=O)[C@@H]12)C(=O)COC	5	1	-0.1	-3	-0.4	1.5	-2.9	-16	4
COc1ccc(-c2cc(C(F)(F)F)nc(SCC(=O)N(C)Cc3cnn(C)c3C)n2)cc1OC	-6	19	nt	-1	-0.3	0.4	-1.5	-3	0
CC1CCCCN1S(=O)(=O)c1ccc(C(=O)Nc2nnc(-c3ccccn3)o2)cc1 (stereo not given)	1	3	0.3	6	-0.1	1.1	-4.8	-6	0
CCOc1ccc(CCNC(=O)COC(=O)c2ccc(OC(C)C)cc2)cc1OCC	-2	-9	1.7	15	9.3	0.5	0.6	7	4

2 of these compounds, set out differently:
Screens in order – PrPC TRFRET, Yp Topo-I inh, TcdB inh, CCHFV vOTU inh, BoNT A protease, PfHsp40 rescue, FadD28 FP inh, BoNT-F LC inh, Anthrax LF prot
O=c1oc(-c2ccco2)nc2ccccc12
  -4, 4, nt, -1, 0.6, -0.5, -2.6, 4, 2
Cc1cc2ccccc2c(=O)[nH]1
  -4, 3, nt, 0, -0.7, -0.6, -3.3, -5, 2

The listing continues.
Compound	PrPC TRFRET	Yp Topo-I inh	TcdB inh	CCHFV vOTU inh	BoNT A protease	PfHsp40 rescue	FadD28 FP inh	BoNT-F LC inh	Anthrax LF prot
CCCCCN(C(=O)CCC(=O)OCC(=O)Nc1cccc(SC)c1)c1c(N)n(CCCC)c(=O)[nH]c1=O	4	-11	0.1	18	0.6	0.6	0.4	-1	2
COC(=O)c1ccc(COC(=O)CNC(=O)CNC(=O)c2ccc(OC)cc2)cc1	-4	1	0.7	-2	nt	-1.2	-0.6	nt	nt
O=C(C1CCN(S(=O)(=O)c2cnc[nH]2)CC1)N1CCc2ccccc2C1	7	3	nt	11	-1.0	-0.1	0.8	-17	2
CN(Cc1nc2ccc(F)cc2[nH]1)Cc1nc(CC2CC2)no1	1	-1	nt	-11	0.1	0.9	-3.5	1	-3
CN(C)C=NC1=NN(c2cccc(C(F)(F)F)c2)CC1	4	-10	nt	22	-0.5	0.0	-3.2	-8	-8
Cc1cc(Cl)ccc1NC(=O)CN1CCC(C(O)(c2ccccc2)c2ccccc2)CC1	6	22	nt	19	0.5	3.9	-3.2	1	5
Cc1onc(-c2c(Cl)cccc2Cl)c1NC(=O)NN(C)C	1	3	-1.3	-9	-1.0	0.8	0.6	-5	0
N#C/C(=C/c1ccc(N2CCCCC2)o1)C(=O)Nc1ccc2ccccc2c1	-5	-11	1.5	21	26	2.1	2.2	65*	39*
O=C(COC(=O)C1CCC1)NCc1ccc(F)cc1	1	6	0.5	-8	3.5	0.3	-0.1	2	-1
O=C1NC[C@H](CCCCN2CCN(CCc3ccccc3)C(=O)C2=O)N(CCC2CCCCC2)C1=O	0	nt	1.2	5	0.2	nt	nt	-2	-4
c1ccc(-c2csc3ncnc(NCCCN4CCOCC4)c23)cc1	7	7	nt	-7	-0.3	-1.2	-3.8	3	3
O=C(NCc1ccccc1F)c1cc(=O)[nH]c2ccccc12	3	11	-14	13	0.4	-0.1	-0.2	6	2
COc1cc(OC)c(C(=O)OCC(=O)NC2CCCCCCC2)cc1OC	-1	9	6.5	7	0.2	1.0	-3.0	2	0
O=C(CNC(=O)c1ccccc1Cl)N/N=C/c1ccc2c(c1)OCO2	4	2	1.9	-7	-0.5	-0.4	-3.5	13	-8
COc1ccc2nc(SCC(=O)Nc3cc(OC)c(OC)cc3C(=O)O)c(C)cc2c1	3	10	nt	-10	0.4	-0.3	-1.0	0	2
CC(OC(=O)C1CCCCC1)c1nc2ccccc2[nH]1 (stereo not given)	11	-7	0.3	-20	0.7	0.8	-0.2	-2	-1
CCOc1cc(NC(=O)c2cccs2)c(OCC)cc1NC(=O)CCC(=O)NCCN1CCOCC1	3	15	-7.5	7	-0.3	-0.5	-1.5	-9	11
CC(C)(C)[C@H]1COC(=O)CCCC/C=C\C[C@H](CC(=O)NCCO)C(=O)N1	2	2	-0.3	3	-0.5	-0.3	-1.8	-3	-10
COc1ccc2c(=O)c3c(=O)n(Cc4ccco4)c(C(C)C)nc3oc2c1	0	0	nt	-3	-1.4	3.4	-0.9	1	1
O=C(CN1CCN(S(=O)(=O)c2ccccc2)CC1)NCCc1ccccc1	4	13	1.3	3	-1.9	-0.4	0.7	-5	5
CCOc1ccc2[nH]c(=O)c(C(c3nnnn3CC3CCCO3)N3CCc4ccccc4C3)cc2c1 (stereo not given)	2	21	nt	-14	-0.2	-1.6	-5.5	-7	-5
COc1ccc(C(=O)c2c(N)sc3c2CCN(C(=O)OC(C)(C)C)C3)cc1	2	-7	-0.1	11	nt	nt	-1.2	nt	nt
COC(=O)c1c(NC(=O)CN2CCN(S(=O)(=O)c3ccccc3[N+](=O)[O-])CC2)sc2c1CCC(C)C2 (stereo not given)	-5	1	nt	-4	-1.5	0.1	-2.8	-10	0
CCN1CCN(C(=O)C(=O)c2cn(CC(=O)N3CCCC3)c3ccccc23)CC1	-3	-4	0.2	22	-1.5	-0.1	-3.3	-3	-3
CCN1C(=O)[C@H]2[C@@H](c3ccc(-c4ccc(OC)cc4)cc3)N[C@@](C)(C(=O)OC)[C@H]2C1=O	-8	12	0.9	-30	-0.3	-1.0	0.0	-5	-6

Bioassay records: PubChem BioAssay, several laboratories
